High-throughput results (PubChem BioAssay)
PvdQ inh = P. aeruginosa PvdQ acylase inhibition | inhibition, % at 10 µM | purified PvdQ acylase, fluorescence plate reader | 0.063% of 340,000 active; in the data active = inhibition above about 30%, passing the limit was not always enough; inconclusive = no clear call, values can overlap the other calls;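 also: 0% = vehicle neutral wells and 100% = reference inhibitor wells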
CAL PDZ FP = human CAL PDZ-peptide interaction inhibition; Q9HD26; purified CAL PDZ, TMR-peptide fluorescence polarization, 1 h; inhibition, % at 20 µM; 0.02% of 330,000 active;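 active = highest replicate inhibition of at least 40%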;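 also: plate controls were DMSO neutral control wells for no effect and unlabeled competitor peptide control wells for full effect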
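Control set: unlabelled peptide and DMSO controls / Material: purified CerCALP PDZ construct / Timing: 1 h incubation at room temperature before polarization reading / Doses: 20 µM, one dose / Detection: fluorescence polarization (mP)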
AddAB inh = less growth of phage-infected E. coli with AddAB. E. coli expressing H. pylori AddAB, absorbance growth. inhibition, % at 11.9 µM. 0.29% of 330,000 active. AID 435030; in the data active = inhibition above about 12%;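 also: 0% = vehicle wells of infected cells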
E coli growth = bacterial growth inhibition, counter-screen for AddAB inhibitors; inhibition, % at 11.9 µM; E. coli V3065 growth, OD600 absorbance, 18 h; 0.27% of 330,000 active;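 active = inhibition above the campaign's mean inhibition across all tested compounds plus 3 SD, cut at about 9.9% in these data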;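 also: uninfected addAB+ strain grown without phage in ampicillin broth; 0% = DMSO wells and 100% = ciprofloxacin 0.95 µg/ml wells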
Wnt act = activates Wnt/beta-catenin signaling in a reporter cell assay; activator, plate reader; AID 743398; activation, % at 9.35 µM; 1.2% of 300,000 active; in the data active = activation above about 30%, passing the limit was not always enough; inconclusive = no clear call, values can overlap the other calls;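 also: 0% = neutral control wells and 100% = positive control wells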
DAGLB inhibitor = blocks human DAGLB lipase activity. HEK293T DAGLB membrane lysate, EnzChek fluorogenic substrate. inhibition, % at 5.17 µM. 0.059% of 340,000 active. AID 504411; in the data active = inhibition above about 34%;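 also: 0% = enzyme with vehicle and 100% = wells lacking enzyme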
Target sequence (Q8NCG7 whole entry, looked up): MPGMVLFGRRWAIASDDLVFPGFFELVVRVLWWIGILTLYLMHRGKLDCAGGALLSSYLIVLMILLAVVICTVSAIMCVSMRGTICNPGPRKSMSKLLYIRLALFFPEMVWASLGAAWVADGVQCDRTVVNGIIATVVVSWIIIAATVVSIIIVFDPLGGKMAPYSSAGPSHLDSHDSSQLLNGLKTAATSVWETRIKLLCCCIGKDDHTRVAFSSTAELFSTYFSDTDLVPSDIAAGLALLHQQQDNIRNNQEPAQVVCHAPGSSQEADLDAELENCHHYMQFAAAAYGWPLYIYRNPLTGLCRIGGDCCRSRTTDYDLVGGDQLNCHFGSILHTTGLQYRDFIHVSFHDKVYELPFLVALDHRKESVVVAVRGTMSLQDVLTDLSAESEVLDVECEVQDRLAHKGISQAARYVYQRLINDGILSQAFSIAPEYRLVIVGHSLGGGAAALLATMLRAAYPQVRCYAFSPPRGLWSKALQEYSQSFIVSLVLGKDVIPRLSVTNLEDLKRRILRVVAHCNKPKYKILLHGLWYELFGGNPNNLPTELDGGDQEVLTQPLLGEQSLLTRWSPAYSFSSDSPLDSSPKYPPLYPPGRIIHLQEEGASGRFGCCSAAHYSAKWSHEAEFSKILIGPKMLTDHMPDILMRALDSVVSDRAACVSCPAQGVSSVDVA
PfHsp90 set2 = inhibits growth of yeast expressing Plasmodium falciparum Hsp90; S. cerevisiae expressing PfHsp90, BacTiter-Glo ATP, 48 h; yeast lacking PDR1 and PDR3 efflux regulators; inhibition, % at 9.4 µM; 0.32% of 310,000 active; AID 504621;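 active = every replicate shows inhibition above about 80%, whatever the replicate mean, limit read from the data; inconclusive = mean inhibition reaches the set limit but some replicate falls short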;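 also: 0% = DMSO neutral controls and 100% = 20 µM radicicol positive controls; yeast relying on Plasmodium falciparum Hsp90 in place of its own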
phage Ecoli inh = E. coli growth loss with phage present; growth absorbance; inhibition, % at 11.9 µM; 0.26% of 360,000 active; AID 651602; in the data active = inhibition above about 11%
Rtt109 Vps75 = blocks Candida albicans Rtt109/Vps75 acetyltransferase activity | Q5AAJ8 | purified Rtt109/Vps75, ThioGlo CoA-SH fluorescence, 4 h | inhibition, % at 34.9 µM | 0.16% of 330,000 active | AID 540336;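 active = inhibition of at least 50% in every replicate; inconclusive = best replicate reaches 50% inhibition but some replicates fall short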
Target sequence (Q5AAJ8 whole entry, looked up): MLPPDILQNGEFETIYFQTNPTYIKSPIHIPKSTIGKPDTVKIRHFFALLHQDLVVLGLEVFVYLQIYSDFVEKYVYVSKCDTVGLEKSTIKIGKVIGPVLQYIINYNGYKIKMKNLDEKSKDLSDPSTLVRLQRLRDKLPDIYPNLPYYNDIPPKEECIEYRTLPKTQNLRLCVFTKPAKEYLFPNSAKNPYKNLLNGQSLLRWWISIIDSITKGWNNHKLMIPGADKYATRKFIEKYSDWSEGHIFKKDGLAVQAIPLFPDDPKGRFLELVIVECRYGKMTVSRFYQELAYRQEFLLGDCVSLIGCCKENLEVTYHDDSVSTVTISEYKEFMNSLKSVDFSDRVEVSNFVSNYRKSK
Tat transport = blocks Tat-dependent protein export in E. coli. inhibition, % at 10 µM. 0.036% of 340,000 active. E. coli MC4100 TorA-mCherry Tat export, fluorescence;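 active = mean replicate inhibition at least 50% and at least half of replicates individually reaching 50%; inconclusive = only one of the two criteria met; inactive = neither criterion met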;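 also: exported cargo escapes ClpAP degradation while cytoplasmic cargo is degraded and loses fluorescence; 0% = median of neutral control wells and 100% = median of NaSCN control wells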
* hit, by the source's call; ? = inconclusive; nt = no result given. No enrichment for hits. About 1.9% of those tested had a hit in this group.

SMILES	PvdQ inh	CAL PDZ FP	AddAB inh	E coli growth	Wnt act	DAGLB inhibitor	PfHsp90 set2	phage Ecoli inh	Rtt109 Vps75	Tat transport
CCOC(=O)Cn1nc(-c2ccccc2)c2ccccc2c1=O	-12	-2.1	-2.0	-1.6	2	0	-14	1.9	nt	7
CC(C)CCOP(=O)(c1ccc(N(C)C)cc1)C(Nc1ccccc1)c1ccc(N(C)C)cc1 (stereo unspecified)	10	0.4	1.8	1.5	-10	-2	-1	-1.2	13	3
C=CCOc1ccc(/C=N/NC(=O)C(C)Sc2ccccn2)cc1OCC (stereo unspecified)	-4	-2.2	-0.9	-0.8	-2	0	10	4.1	9	-5
CCc1ccc([C@H]2C(C(=O)O)=C[C@@H](CC3CCCC3)N2S(=O)(=O)c2ccc(C)cc2)cc1	-2	0.0	0.7	-2.0	-1	5	-9	0.0	-3	22
CC(Oc1ccc(Br)cc1)C(=O)Nc1nnc(C2CC2)s1 (stereo unspecified)	-3	-1.6	5.0	0.2	-3	0	11	3.5	0	3
Cc1nnc(SCCC#N)n(CCC#N)c1=O	-13	-0.8	-0.7	0.8	nt	-3	12	4.4	-5	0
c1csc(-c2csc3ncnc(NCCCN4CCOCC4)c23)c1	-13	nt	2.7	0.5	-2	2	-45	2.4	-4	4
CCN=C1S/C(=C\c2cc(Br)c(O)c(OC)c2)C(=O)N1CC	-5	0.6	nt	nt	-2	-5	-5	0.8	2	0
COc1ccc(OC)c(C(=O)Cn2cnc3ccccc3c2=O)c1	1	-2.5	3.9	1.1	1	0	7	0.4	-14	2
O=C(CSc1nccc(=O)[nH]1)N1CCOCC1	-2	0.6	2.7	3.9	-4	1	1	1.6	-25	1
COCCNC(=S)Nc1ccc2nc(N3CCCC3)cc(C)c2c1	-10	-1.2	3.7	-1.0	nt	2	-6	3.9	7	-3
Cc1cccc(NC(=O)CCS(=O)(=O)c2ccccc2)n1	-5	-2.2	4.7	1.5	2	3	-2	-0.1	-8	0
O=C(O)c1ccc(-c2noc(-c3cccc(C(F)(F)F)c3)n2)cc1	-3	-0.9	3.8	2.2	6	0	12	-2.0	8	1
CSc1ccccc1C(=O)NC(C)c1ccc(-n2ccnc2)cc1 (stereo unspecified)	-8	-1.0	2.8	2.8	0	0	2	1.6	1	3
O=C(NCc1nnc(SCC(=O)N2CCCc3ccccc32)o1)c1ccco1	-10	-1.7	4.7	0.7	46*	0	16	2.1	-13	2
Cc1ccnc(NC(=O)c2ccc(S(=O)(=O)N3CCCCCC3)cc2)c1	-3	-2.5	-0.5	1.1	34*	-3	40	2.6	nt	8
Cc1csc(NC(=O)CSc2nc3ccccc3s2)n1	5	-1.8	0.8	0.2	-14	-1	4	2.2	13	-1
O=C(CN(C(=O)CCC(=O)Nc1nccs1)c1ccc2c(c1)OCCO2)NCc1ccco1	-18	-1.1	1.4	1.8	nt	1	8	-0.1	-1	-2
Cc1cc(C)c(S(=O)(=O)NCCCn2ccnc2)cc1C	-8	-1.5	4.2	0.3	0	0	-13	1.0	-6	1
O=C(NCCCCNC(=O)c1ccco1)c1ccco1	1	-0.2	-0.1	-3.1	0	-3	7	1.5	-13	26
CC(C)OC(=O)C1C2C=CC3(CN(Cc4cccs4)C(=O)C13)O2 (stereo unspecified)	-10	-0.2	-0.3	-2.2	nt	0	-22	1.2	6	-5
CC(=O)N1c2ccc(S(=O)(=O)NCC3CCC(C(=O)N4CCCCC4)CC3)cc2CC1C (stereo unspecified)	2	-1.3	0.8	2.6	-1	0	9	2.8	5	-3
C=CCNC(=S)Nc1sc2c(c1C(=O)OCC)CCN(C(=O)OCC)C2	8	-1.2	-2.0	0.3	nt	3	3	1.2	-2	-13
Cc1ccc(C)c(OCC(=O)OCC(=O)Nc2c(C)nn(-c3ccccc3)c2C)c1	-9	-0.6	2.0	2.7	-2	-5	-34	1.3	-2	2
CC(=O)Nc1sc(C)c(C)c1C(=O)OCC(=O)N(C)c1c(N)n(Cc2ccccc2)c(=O)[nH]c1=O	-5	-2.9	-0.5	-1.8	-2	1	9	2.1	-3	-3
Cc1ccc(C)c(C(=O)NCCN(C)C)c1	-11	nt	0.1	-0.1	nt	3	nt	1.6	0	-9
Cc1ccc(-n2ncc3c2CCCC3NC(=O)CCc2cnn(C)c2)cc1C (stereo unspecified)	-13	-2.9	0.9	-0.5	-1	-1	-14	0.5	-2	2
O=C(CCn1nc(-c2ccc(Cl)cc2)ccc1=O)N1CCN(c2ccccn2)CC1	2	-1.9	nt	nt	nt	1	5	0.3	3	33
CS(=O)(=O)N(CC(=O)N1CCN(c2ccc(F)cc2)CC1)c1cccc(Cl)c1	19	-0.7	-0.3	-1.5	nt	2	-10	0.5	2	3
O=C(Cn1cnc2ccccc21)OCC(=O)N1CCCc2ccccc21	-17	-2.4	2.4	-2.6	-1	0	-12	1.6	4	-8
COc1ccc2c(c1)SC1=NCCS(=O)(=O)N12	-4	nt	2.0	0.8	nt	-1	5	0.3	-7	1
CC(C)CNC1CCS(=O)(=O)C1 (stereo unspecified)	-11	0.9	0.8	1.3	3	-2	-10	-1.8	-1	-2
CC(NC(=O)CSc1nc2sc3c(c2c(=O)n1-c1ccccc1)CCCC3)c1ccccc1 (stereo unspecified)	2	-1.0	0.5	2.2	nt	-1	-2	-0.2	1	?
CCCN1CCC(=O)N([C@H](CN=[N+]=[N-])Cc2ccccc2)CC1	6	-0.4	3.4	-2.6	1	-2	nt	-0.5	2	-10
CC1(C)CC(=O)c2sc(NC(=O)C(C)(C)C)nc2C1	3	0.0	0.2	3.1	7	-4	8	3.7	-7	-4
CCCCCNc1nc(N2CCCC2)c2c(c1C#N)CCN(C)C2	-8	-2.1	2.6	-1.9	nt	8	13	1.6	5	3
O=C(NCCCN1CCOCC1)c1ccco1	-11	0.5	4.2	0.1	-2	1	-4	2.8	-32	1
O=C(CCN1CCOCC1)NCC1COc2ccccc2O1 (stereo unspecified)	-17	-1.9	-1.7	1.7	-4	2	-25	2.8	-34	2
CCC1(C(=O)OC)NC(c2ccccc2OC)C2C(=O)N(C)C(=O)C21 (stereo unspecified)	-7	-1.0	-2.5	-2.4	-6	2	3	2.8	-4	9
CCc1cc(=O)oc2c(C)c(OS(C)(=O)=O)ccc12	-4	-0.6	-1.3	-3.2	nt	2	-7	1.8	-29	4
Cc1ccc(-c2cc(C(=O)N3CCN(c4ccc(O)cc4)CC3)c3ccccc3n2)cc1	1	0.4	1.7	0.2	-2	-7	-10	2.0	4	4
Nc1nc(-c2ccc3ccccc3c2)c(C2(O)C(=O)Nc3c(Br)cc(F)cc32)s1 (stereo unspecified)	-14	nt	-1.1	0.1	nt	1	12	1.7	0	11
O=C(NCCc1ccccc1)c1coc(=O)c(Br)c1	14	0.1	nt	nt	21	-1	11	-1.5	0	7
Cc1cccc2nc(CNc3ccc(F)cc3)cn12	1	0.1	2.5	-3.1	0	-4	-19	2.8	-7	0
CC(C)CC(C(=O)NC1CCCCC1)N(Cc1cccs1)C(=O)c1snc(C(N)=O)c1N (stereo unspecified)	0	-0.6	3.9	2.5	-1	1	-5	0.6	11	2
C=CCn1c(CNC(=O)c2ccccc2F)nnc1SCC(=O)NC(C)c1ccccc1 (stereo unspecified)	-8	-0.8	3.8	2.9	-1	0	-11	2.4	-12	-7
O=C(NS(=O)(=O)Nc1ccc(Cl)cc1)c1c[nH]c2ccccc12	4	0.8	0.3	-1.8	5	3	15	3.3	4	-4
COC(=O)C(C)NC(=O)C1CCCN1S(=O)(=O)c1cc(C)c(Cl)cc1C (stereo unspecified)	-8	-0.2	3.5	3.4	nt	0	1	0.5	-15	1
COCCCNC(=S)NNC(=O)c1ccccc1Br	-8	-0.7	0.7	-0.7	0	0	25	5.0	-5	-3
CCCN(CCC)CCCNC(=S)Nc1ccc2nc(N3CCN(CC)CC3)cc(C)c2c1	6	-2.7	0.9	0.0	-4	-3	3	1.4	43	-2
COC(=O)COC(=O)c1ccccc1NC(=O)c1ccccc1	-9	-3.8	0.9	1.4	-5	-7	-9	2.4	nt	1
CC(C(=O)Nc1ccc(O)cc1C(=O)O)N1C(=O)/C(=C\c2cccs2)SC1=S (stereo unspecified)	-6	-2.8	3.7	-0.9	-2	9	-8	0.6	-2	3
CSc1nnc(-c2ccc(Br)s2)n1C	-6	0.7	-0.9	-5.4	0	-2	-16	1.0	1	7
COc1ccc(Cl)cc1NS(=O)(=O)c1cccc(C(=O)NC2CCN(Cc3ccccc3)CC2)c1	2	-2.9	nt	nt	3	0	23	-0.9	3	3
COc1cc(C(=O)Sc2ccc(Cl)cc2)cc(OC)c1OC	1	-0.3	2.1	-1.2	-4	-4	-46	-0.6	1	-9
COc1cc(/C=C2/OC(=O)c3cc([N+](=O)[O-])ccc32)cc(OC)c1OC	-9	0.1	3.5	1.8	nt	1	-32	1.6	-15	6
CC1=C(C(=O)OCc2ccccc2)C(c2ccc(N(C)C)cc2)NC(=O)N1 (stereo unspecified)	-7	-1.1	-0.4	-1.2	-1	4	-42	0.1	-8	-6
OC1(c2cccc(C(F)(F)F)c2)CCN(c2ncnc3c2[nH]c2ccc(F)cc23)CC1	-16	-0.8	nt	nt	-4	0	-21	4.2	-4	-5
COc1cc(OC)c2c3c(c(C4CCCCC4)nc2c1)CCC3	3	-1.0	-1.3	1.1	-10	-8	-5	0.2	2	0
CCSc1c(-c2ccccc2)nc2c(C)cccc2c1C(=O)O	0	1.0	2.6	-1.2	-2	-2	-1	0.0	5	0

Whole records, quoted from the list. Order of values: PvdQ inh, CAL PDZ FP, AddAB inh, E coli growth, Wnt act, DAGLB inhibitor, PfHsp90 set2, phage Ecoli inh, Rtt109 Vps75, Tat transport
CCSc1c(-c2ccccc2)nc2c(C)cccc2c1C(=O)O is entered as 0, 1.0, 2.6, -1.2, -2, -2, -1, 0.0, 5, 0
COC(=O)C(C)NC(=O)C1CCCN1S(=O)(=O)c1cc(C)c(Cl)cc1C (stereo unspecified) is entered as -8, -0.2, 3.5, 3.4, nt, 0, 1, 0.5, -15, 1

Following part.
SMILES	PvdQ inh	CAL PDZ FP	AddAB inh	E coli growth	Wnt act	DAGLB inhibitor	PfHsp90 set2	phage Ecoli inh	Rtt109 Vps75	Tat transport
COc1cc(-c2noc(C)c2C#Cc2ccsc2)cc(OC)c1OC	21	-2.6	5.2	-1.5	-11	-10	-1	-0.5	8	0
CCCCn1c2nc3ccccc3nc2c2c(=O)n(-c3ccccc3)cnc21	12	-2.5	2.1	-1.0	-3	-1	-6	1.9	1	-6
CCCCNC(=O)[C@H]1C[C@H]1[C@@H](O)[C@H](CO)NC(=O)[C@H](COCc1ccccc1)NC(=O)OC(C)(C)C	12	-0.9	3.9	1.0	3	-3	18	-0.8	2	7
COc1cc(C(NC=O)C(=O)Nc2c(C)cccc2C)ccc1O (stereo unspecified)	-10	-2.4	0.1	0.4	-2	-4	-23	2.1	-4	2
NC(=O)[C@@H]1CCCN1Cc1nc(Cc2ccccc2F)no1	-7	0.3	4.8	3.9	-1	0	-6	3.5	-5	-3
